# TRPC6 inh: inhibitors of mouse TRPC6 channel; B-score at 10 µM; Q61143; AID 2553; HEK293-TRPC6, membrane potential dye, ACh-evoked depolarization; active compounds read low; 310,000 compounds, 1.1% hits;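 active = B-score under library mean minus 3 SD, initial fluorescence not abnormally high, positive integrated signal ratio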;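 note: B-score derived from integrated fluorescence ratio over the kinetic read; more negative B-score means stronger inhibition of depolarization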
# MrgX1 antag: blocks BAM8-22 activation of human MrgX1 receptor; B-score at 10 µM; Q96LB2; MRGX1-HEK293 calcium flux, Fluo-4, BAM8-22 antagonism; active compounds read low; 310,000 compounds, 1.3% hits;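 active = calcium-response B-score plate-corrected more than 3 library SD below zero, starting fluorescence within 5 deviations, no agonist response on first addition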;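 note: peak minus trough fluorescence over baseline after final BAM8-22 challenge near maximal dose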
# Target sequence (Q96LB2 whole entry, looked up): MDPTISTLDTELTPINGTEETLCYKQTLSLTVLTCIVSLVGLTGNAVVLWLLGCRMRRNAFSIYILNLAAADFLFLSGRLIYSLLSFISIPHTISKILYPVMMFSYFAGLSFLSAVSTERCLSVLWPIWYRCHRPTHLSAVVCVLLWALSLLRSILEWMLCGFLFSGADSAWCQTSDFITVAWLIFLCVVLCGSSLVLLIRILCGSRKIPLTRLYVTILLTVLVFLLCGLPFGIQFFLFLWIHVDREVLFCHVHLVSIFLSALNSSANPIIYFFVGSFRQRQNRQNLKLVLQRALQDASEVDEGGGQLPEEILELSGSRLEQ
# HIF activator: HIF pathway transcriptional activation | U2OS HRE-luciferase reporter, luminescence; normalized: DMSO 0%, desferrioxamine 100% | activation, % at 7.5 µM (by protocol) | 300,000 compounds, 0.32% hits;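 active = mean activation of at least 10% of the iron chelator positive control signal, with at least half of replicates also reaching 10%; inconclusive = mean and replicate majority disagree about reaching 10%; inactive = mean and most replicates under 10%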
# TRPC4 block: inhibitors of mouse TRPC4 channel | 300,000 compounds, 0.39% hits | B-score at 10 µM | HEK293 TRPC4beta/mu-opioid, DAMGO-evoked Fluo4 calcium flux; active compounds read low;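 active = B-score over 3 SD under the library average, no early fluorescence shift, positive overall ratio signal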
#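 Material: HEK293 cells with stable TRPC4beta plus mu-opioid receptor expression; probe or stimulus: DAMGO in two steps, submaximal then maximal; technique: Fluo4 calcium fluorescence by kinetic imaging, 5 s 1 Hz baseline; measure: integrated fluorescence ratio relative to baseline, converted to per-well B score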
# MrgX1 PAM: human MrgX1 positive allosteric modulation, primary screen | Q96LB2 | B-score at 10 µM | MrgX1-HEK293, Fluo-4 calcium flux, FDSS; active compounds read high | 310,000 compounds, 0.63% hits | AID 588675;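 active = plate-corrected calcium response at least 3 library SD above typical, normal starting fluorescence, not activating the receptor alone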;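 note: compound read alongside a low EC10 to EC30 dose of BAM8-22 agonist; peak minus trough fluorescence over baseline measured at the second addition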
# RGS4 pot: RGS4 potentiation or activation | 310,000 compounds, 0.92% hits | B-score at 10 µM | HEK293 M3R/inducible RGS4, carbachol calcium flux Fluo4; active compounds read low;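 active = B-score of the integrated calcium signal more than 4 SD below the library mean, with starting fluorescence not abnormally high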;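 note: negative B-score means reduced calcium response which marks RGS4 activation or potentiation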
#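 Detection: kinetic calcium fluorescence imaging with Fluo4-AM dye, 2 µM / Material: HEK293 cells with stable M3R and inducible RGS4 / Schedule: recording 10 s baseline at 1 Hz, 100 s post-agonist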
# RGS4 inh: inhibitors of human RGS4; 310,000 compounds, 0.45% hits; B-score at 10 µM; HEK293 M3R/RGS4 inducible, Fluo-4 calcium flux; active compounds read high; triggered by carbachol at its EC20;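 active = B-score, a plate-corrected calcium signal, over three deviations above library mean, with baseline fluorescence within five deviations of library mean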;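 note: RGS4 expression induced by doxycycline in cells with stable M3 receptor; B-score is computed from the integrated fluorescence ratio over baseline after carbachol; higher B-score means a larger calcium signal and so more RGS4 inhibition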
# Target sequence (P49798 whole entry, looked up): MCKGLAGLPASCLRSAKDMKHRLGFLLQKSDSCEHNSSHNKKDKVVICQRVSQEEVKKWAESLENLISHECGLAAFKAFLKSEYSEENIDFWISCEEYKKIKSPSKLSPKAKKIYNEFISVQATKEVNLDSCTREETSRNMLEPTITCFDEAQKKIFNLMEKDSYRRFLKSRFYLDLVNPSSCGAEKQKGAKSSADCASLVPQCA
# Platelet DG rel: modulates dense granule release in human platelets. human platelet-rich plasma, SFLLRN dense granule ATP release, luminescence. inhibition, %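 (compounds screened at 7.5 µM in platelet-rich plasma)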. 300,000 compounds, 0.22% hits. AID 1663;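 active = mean replicate score, as percent of positive control, at or above 50; inconclusive = mean below 50 but at least one replicate at or above 50; inactive = mean and every replicate below 50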
# TRPC6 act: mouse TRPC6 channel activation | HEK293-TRPC6 membrane potential dye fluorescence; active compounds read high | B-score at 10 µM | 310,000 compounds, 0.13% hits | AID 2550;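 active = B-score of the integrated fluorescence ratio above library mean plus 3 SD, and starting fluorescence ratio within library mean plus 5 SD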;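 note: higher score means more depolarization so channel activation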
# MrgX1 ag: activates human MrgX1 receptor signaling. Q96LB2. MrgX1-HEK293 cells, Fluo-4 calcium fluorescence, agonist mode; active compounds read high. B-score at 10 µM. 310,000 compounds, 0.44% hits. AID 588627;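 active = calcium response B-score plate-corrected fluorescence ratio at least 3 library SD, with starting fluorescence B-score inside 5 SD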
#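 times = overnight plating, then 30 min 37 °C plus 30 min room-temperature dye loading | assay system = stable human MrgX1 HEK293 cell line | input = fifteen thousand cells per well | signal = kinetic calcium dye fluorescence, Fluo-4 NW | dosing = compound delivered in addition one of three | read-out = B-scored fluorescence response ratio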
# SKKanGAS inh: inhibitors of SKKanGAS S. pyogenes growth in kanamycin (SK-promoter or general growth effect) | BacTiter-Glo, 6 h | inhibition, % at 7.5 µM | 300,000 compounds, 1.3% hits;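 active = mean replicate score, as percent of positive control median, at least 50; inconclusive = mean below 50 but one replicate at or above 50; inactive = mean and every replicate below 50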;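 note: strain carries kanamycin resistance gene driven by streptokinase promoter and grows in 40 µg/ml kanamycin; loss of luminescence reflects streptokinase promoter inhibition or plain growth inhibition; 0% = median of DMSO wells and 100% = positive control at its reference dose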
# Numbers without * were called inactive; i = inactive; u = inconclusive; x = no result given.
SMILES,TRPC6 inh,MrgX1 antag,HIF activator,TRPC4 block,MrgX1 PAM,RGS4 pot,RGS4 inh,Platelet DG rel,TRPC6 act,MrgX1 ag,SKKanGAS inh
O=C(CSc1nnc(-c2ccncc2)o1)c1ccc2c(c1)OCCO2,i,i,-0.5,i,i,i,i,0,i,i,-3
O=C(N/N=C/c1cc(Cl)cc([N+](=O)[O-])c1O)c1ccccc1NS(=O)(=O)c1cccs1,i,i,-0.2,i,i,i,i,-9,i,i,u
Cn1c(SCC(=O)c2ccccc2)ncc(C(=O)Nc2ccc(F)cc2)c1=O,i,i,0.1,i,i,i,i,-17,i,i,-15
CCOC(=O)c1[nH]c2ccc(Cl)cc2c1NC(=O)/C=C/c1ccc2c(c1)OCO2,i,i,0.0,i,i,i,i,-3,i,i,0
Cc1ccc2c(CC(=O)OC(C)C(=O)Nc3ncc(Cl)cc3Cl)coc2c1 (stereo not drawn),i,i,0.1,i,i,i,i,-7,i,i,4
O=C(Nc1ccc(Cl)cc1)OCc1cn(-c2ccccc2)nn1,i,i,0.7,i,i,i,i,5,i,i,-11
O=C(N/N=C1\CC(c2ccccc2)Oc2ccccc21)c1ccc(O)cc1 (stereo not drawn),i,i,1.4,i,i,i,i,-3,i,i,33
Fc1ccc(COc2ccc(-c3nnco3)cc2)cc1,i,i,0.4,i,i,i,i,4,i,i,43
O=C(O)c1cc(-c2ccc3ccccc3c2)nc2ccc(F)cc12,i,i,0.3,i,i,i,i,-2,i,i,12
Cc1ccc2nc(-c3ccc(NC(=O)CNC4CC4)cc3)sc2c1,i,x,1.4,i,x,i,i,-1,i,x,u
O=C(NNC(=O)c1ccc(NC(=O)c2ccccc2)cc1)c1ccc(F)cc1,i,i,-1.6,i,i,i,i,-1,i,i,4
COc1ccc(CCNC(=S)N2CCN(S(=O)(=O)c3ccccc3)CC2)cc1,i,i,-0.1,i,i,i,i,-4,i,i,-2
O=C(N/N=C/c1cccnc1)c1cccc(S(=O)(=O)Nc2cccc(Cl)c2)c1,i,i,-27,i,i,i,i,-2,i,i,0
OC(CNC1CCCC1)COc1ccc(Cl)cc1 (stereo not drawn),i,i,-1.5,i,i,i,i,16,i,i,2
COc1ccc(CCC(=O)c2ccc(OC)cc2)cc1,i,i,0.1,i,i,i,i,-2,i,i,-2
CC1(OC(=O)c2cccs2)C(=O)C=C2C=C(c3ccc(C#N)cc3)OC=C2C1=O (stereo not drawn),i,i,-1.2,i,i,i,i,13,i,i,20
CNc1nc(SC)nc2ccsc12,i,i,-0.1,i,i,i,i,-20,i,i,-6
CC(C)c1ccc(/C=C2\SC(=O)N(CC(=O)NCCCn3ccnc3)C2=O)cc1,i,i,3.5,i,i,i,i,13,i,i,1
CC(=O)N1c2ccccc2Oc2cc3ccccc3cc21,i,i,2.3,i,i,i,i,-10,i,i,7
O=[N+]([O-])c1cc([N+](=O)[O-])c2oc(-c3ccccc3)c(Br)c2c1O,i,x,0.0,i,x,i,i,2,i,x,69*
O=C1c2ccccc2C(=O)N1c1ccc(Cl)cn1,i,i,-0.8,i,i,i,i,-5,i,i,-8
Cc1c(C(=O)Nc2nnc(C3CC3)s2)oc2c(Cl)cccc12,i,i,-0.3,i,i,i,i,5,i,i,35
COc1c(Br)cc(C(N)=O)cc1OCc1ccccc1,i,i,0.0,i,i,i,i,-1,i,i,0
COCCOC(=O)c1[nH]c2c(c1C)C(=O)CC(c1ccc(F)cc1)C2 (stereo not drawn),i,i,0.3,i,i,i,i,0,i,i,-5
Cc1ccc(C)c(OCC(=O)Nc2ccccc2C(=O)N2CCOCC2)c1,i,i,0.0,i,i,i,i,12,i,i,12
Cn1c(=O)c2c(nc(N/N=C/c3cccnc3)n2Cc2ccccc2)n(C)c1=O,i,i,0.8,i,i,i,i,-10,i,i,-1
Cc1ccc(NC(=O)Cn2c(=O)c3cccn3c3ccccc32)c(Cl)c1,i,i,0.2,i,i,i,i,25,i,i,3
CC(C)NC(=O)CSCc1cccc(Br)c1,i,i,0.3,i,i,i,i,6,i,i,-3
Cc1ccc(C(=O)CSc2nnc(-c3ccco3)o2)o1,i,i,0.4,i,i,i,i,-2,i,i,-6
COc1cccc(NC(=O)CN(C)CC(=O)Nc2ccc(C)cc2Cl)c1,i,i,0.4,i,i,i,i,3,i,i,-2
COc1cc(CN(C(=O)c2cccs2)C2CCS(=O)(=O)C2)cc(OC)c1OC (stereo not drawn),i,i,-0.2,i,i,i,i,-1,i,i,-2
Cc1noc(C)c1C(=O)N(C)CC(=O)Nc1ccc(F)c(F)c1F,i,i,-0.6,i,i,i,i,11,i,i,-3
CC1CCc2c(C(=O)NCc3ccccn3)csc2C1 (stereo not drawn),i,i,2.7,i,i,i,i,-14,i,i,-1
O=C(Nc1cnc2ccccn2c1=O)c1ccc(Cl)cc1Cl,i,i,-3.8,i,i,i,i,4,i,i,4
CCOC(=O)/C(=N\Nc1cccc(C(F)(F)F)c1)N(CCOC)CCOC,i,i,0.1,i,i,i,i,-5,i,i,3
CCCCc1nnc(NC(=O)C2CCCO2)s1 (stereo not drawn),i,i,x,i,i,i,i,-2,i,i,-3
Cc1ccccc1Cc1c(C)nc2nc(SCC(=O)NCCCN3CCCC3)nn2c1C,i,i,-0.4,i,i,-8.7*,i,-1,i,i,-6
FC(F)(F)c1cc(Sc2ccccc2)nc(-c2ccccn2)n1,i,i,-0.5,i,i,i,i,0,i,i,14
CCc1nnc(NC(=O)c2sc3nc(C)cc(COC)c3c2N)s1,i,i,0.1,i,i,i,i,1,i,i,8
Cc1n[nH]c(=O)c2c(NC(=O)COC(=O)/C=C/c3cccc(C(F)(F)F)c3)oc(C)c12,i,i,0.0,i,i,i,i,3,i,i,-3
CC1CCN(S(=O)(=O)c2ccc(C(=O)Nc3nnc(-c4ccccn4)o3)cc2)CC1,i,i,0.0,i,i,i,i,-4,i,i,5
CC(=O)COc1ccc2c(C)c(C)c(=O)oc2c1,i,i,0.9,i,i,i,i,1,i,i,1
CC1/C(=N/O)CC(c2ccccc2)NC1c1ccccc1 (stereo not drawn),i,i,0.8,i,i,i,i,-1,i,i,-2
O=C1c2ccccc2C(=O)N1CCc1nc(-c2cccnc2)no1,i,i,-0.4,i,i,i,i,9,i,i,-8
O=C(O)c1cc(-c2cccnc2)nc2ccccc12,i,i,-0.1,i,i,i,i,21,i,i,4
O=C(NCCC1CCCCN1S(=O)(=O)c1ccc(F)cc1)C(=O)NC1CCCC1 (stereo not drawn),i,i,-0.4,i,i,i,i,-2,i,i,-2
O=C(NS(=O)(=O)c1ccc(NC(=O)C2CCCO2)cc1)c1ccccc1 (stereo not drawn),i,i,-0.5,i,i,i,i,3,i,i,-1
CC(C)NC(=O)c1sc(=S)n2c1[nH]c(=O)c1ccc(C(=O)NCCc3ccc(Cl)cc3)cc12,i,-5.9*,-0.1,i,i,-8.2*,i,-11,i,i,-5
CCn1cc(C(=O)OCC(=O)Nc2ccc(C(C)C)cc2)c(=O)c2ccc(C)nc21,i,i,0.7,i,i,i,i,-4,i,i,9
Cc1nnc(N/N=C/c2ccccn2)[nH]c1=O,i,i,117*,i,i,i,i,-3,i,i,1
Cc1ccccc1NC(=O)n1ncc2cc(Cl)ccc21,i,i,0.4,i,i,i,i,-14,i,i,8
c1ccc(CNc2nc(NCc3ccco3)nc(N3CCOCC3)n2)cc1,i,i,-0.2,i,i,i,i,6,i,i,-13
COc1ccc(-n2nc([N+](=O)[O-])c(=NCCc3cccc(C)c3)n2O)cc1,i,i,-0.5,i,i,i,i,4,i,i,10
S=c1[nH]nc(-c2ccco2)n1/N=C/c1cccc(Cl)c1Cl,i,i,0.1,i,i,i,i,-4,i,i,18
NNC(=O)/C(=C/c1cccs1)NC(=O)c1ccccc1Cl,i,i,-0.4,i,i,i,i,-17,i,i,2
O=C(CCN1CCCCC1=O)NC1CCCc2c1cnn2-c1ccccc1F (stereo not drawn),i,i,-0.1,i,i,i,i,-1,i,i,-5
COc1ccc(-c2ccc(SCC(=O)c3cccs3)nn2)cc1OC,i,i,0.7,i,i,i,i,-1,i,i,-6
CCOc1cc(/C=N/NC(=O)CCn2nnc3ccccc32)ccc1O,i,i,-0.2,i,i,i,i,-6,i,i,2
CC1CC2=C(NC(=S)NC2c2cccc(F)c2)/C(=C/c2cccc(F)c2)C1 (stereo not drawn),i,x,0.5,i,x,i,i,0,i,x,28
O=C(Nc1cc(-c2nc3ncccc3o2)ccc1Cl)c1cccs1,i,i,0.1,i,i,i,i,-4,i,i,-7

# New compounds follow.
SMILES,TRPC6 inh,MrgX1 antag,HIF activator,TRPC4 block,MrgX1 PAM,RGS4 pot,RGS4 inh,Platelet DG rel,TRPC6 act,MrgX1 ag,SKKanGAS inh
O=C(Cn1cc(C(=O)C2CC2)c2ccccc21)NC1CCCC1,i,i,0.3,i,i,i,i,10,i,i,17
O=C(CSc1nnc(NC(=O)c2ccco2)s1)NCc1ccc2c(c1)OCO2,i,i,-0.5,i,i,i,i,-2,i,i,4
OCCC1CN(Cc2cccn2-c2ccccn2)CCN1C1CCCCC1 (stereo not drawn),i,i,0.2,i,i,i,i,-1,i,i,-8
COc1ccc(NC(=O)C2CCCN(C(=O)Nc3ccc(OC)cc3)C2)cc1 (stereo not drawn),i,i,0.0,i,i,i,i,-7,i,i,-7
CCN(CC(=O)Nc1sc2c(c1C#N)CCC(C)C2)CC(=O)NC1CCS(=O)(=O)C1 (stereo not drawn),i,i,0.7,i,i,i,i,4,i,i,2
COC(=O)c1c(NC(=O)CN2CCN(C(=O)c3ccco3)CC2)c2c(C)cccc2n1C,i,i,-0.1,i,i,i,i,4,i,i,-2
CC(C)(C)c1ccc(C(=O)NCC(=O)OCC(=O)N2CCN(S(=O)(=O)c3ccc(Cl)cc3)CC2)cc1,i,i,2.9,i,i,i,i,3,i,i,-1

# Screening data deposited in PubChem by several laboratories.
